Screening results deposited in PubChem by National Center for Advancing Translational Sciences (NCATS).
MBNL1-CUG inh – qHTS Assay for Inhibitors of MBNL1-poly(CUG) RNA binding. Muscleblind-like protein 1 (Homo sapiens), Q9NR56. TR-FRET MBNL1-His/biotin-(CUG)12 binding, 665/545 ratio. Potency, µM (highest dose often 57.5 µM), inactives show at the top dose activity change, negative = inhibition, hits mostly inhibitors. 0.036% of 280,000 active; active means well fitted inhibition curve with a large enough effect in the signal ratio, with a control signal flat, not every such curve was filed as active; inconclusive means small, poorly fitted or top-dose-only effect, or effect the other way, or a change in a side signal; inactive means no such curve, though single readings can be large or run the other way; the % refers to the signal ratio; further: potency means the concentration at half of the fitted maximal effect; on the % scale 0 is the no-effect control and ±100 the full control effect
Target sequence (Q9NR56 whole entry, looked up): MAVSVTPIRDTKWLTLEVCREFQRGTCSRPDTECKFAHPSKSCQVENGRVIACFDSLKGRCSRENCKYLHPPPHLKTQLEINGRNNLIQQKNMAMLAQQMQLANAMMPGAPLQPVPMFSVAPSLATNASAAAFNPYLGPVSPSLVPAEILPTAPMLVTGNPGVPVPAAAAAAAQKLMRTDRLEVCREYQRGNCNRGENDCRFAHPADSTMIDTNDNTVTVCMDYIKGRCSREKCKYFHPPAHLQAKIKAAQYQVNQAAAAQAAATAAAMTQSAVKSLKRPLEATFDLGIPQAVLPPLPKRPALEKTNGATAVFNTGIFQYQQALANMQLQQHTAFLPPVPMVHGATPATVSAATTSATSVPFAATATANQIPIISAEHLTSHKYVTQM
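TR-FRET between His-tagged MBNL1 and biotin-(CUG)12 RNA, detected with Tb anti-His antibody (0.055 ng/ul) and streptavidin-XL665 (5 nM), 60 min at room temperature. Compounds titrated 92 nM to 58 uM; 665/545 nm ratio normalized to buffer and complex controls.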
S-ASM inh – Inhibitors of Secretory Acid Sphingomyelinase (S-ASM): qHTS | Sphingomyelin phosphodiesterase (Homo sapiens), P17405 | placental ASM, HMU-PC fluorogenic substrate, 60 min | Potency, µM (series often up to 57.5 µM), for the others: at the top dose activity change, negative = inhibition, usual class: inhibitors | 0.006% of 340,000 active | AID 504937, 2011; further: potency means the concentration at half of the fitted maximal effect
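Steps: dispense placental human ASM, pin compound, wait 10 min at room temperature, add HMU-PC0 substrate at 9 uM final, incubate 60 min at 37 °C, add stop solution raising pH to 10, read fluorescence.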
Menin-MLL TR inh – qHTS Assay for Inhibitors Targeting the Menin-MLL Interaction in MLL Related Leukemias: Competition With Texas Red Labeled MLL-derived Mutant Peptide | O00255 | Menin + Texas Red MLL mutant peptide, fluorescence polarization | Potency, µM (highest dose often 61.6 µM), for inactives: at the top dose FP activity change, negative = inhibition, actives largely listed as inhibitors | 0.23% of 270,000 active; active means well fitted inhibition curve with a large enough effect in the polarisation, with a control signal flat, not every such curve was filed as active; inconclusive means small, poorly fitted or top-dose-only effect, or effect the other way, or a change in a side signal; inactive means no such curve, though single readings can be large or run the other way; the % refers to the polarisation; further: potency means the concentration at half of the fitted maximal effect; % of control where 0% means no effect; many of its hits are not listed in these tables
Target sequence (O00255 whole entry, looked up): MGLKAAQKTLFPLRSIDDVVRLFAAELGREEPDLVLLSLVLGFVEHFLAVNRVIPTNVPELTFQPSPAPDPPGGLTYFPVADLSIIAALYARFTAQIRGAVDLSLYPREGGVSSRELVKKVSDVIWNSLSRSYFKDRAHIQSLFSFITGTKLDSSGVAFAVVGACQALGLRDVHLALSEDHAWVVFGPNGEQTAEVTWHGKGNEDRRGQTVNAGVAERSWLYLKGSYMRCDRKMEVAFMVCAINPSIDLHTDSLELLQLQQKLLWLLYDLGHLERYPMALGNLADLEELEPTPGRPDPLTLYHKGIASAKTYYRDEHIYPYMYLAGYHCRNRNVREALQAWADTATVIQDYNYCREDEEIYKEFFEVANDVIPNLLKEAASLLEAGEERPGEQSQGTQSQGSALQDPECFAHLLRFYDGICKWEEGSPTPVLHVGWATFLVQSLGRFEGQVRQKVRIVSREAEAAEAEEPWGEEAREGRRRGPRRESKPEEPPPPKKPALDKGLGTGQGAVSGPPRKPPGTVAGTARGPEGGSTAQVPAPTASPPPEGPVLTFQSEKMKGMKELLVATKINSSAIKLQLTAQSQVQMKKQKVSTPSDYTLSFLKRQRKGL
TSHR antag – Antagonists of the Thyroid Stimulating Hormone Receptor: HTS campaign; Thyrotropin receptor (Homo sapiens), P16473; TSHR-expressing cells, TSH-stimulated cAMP HTRF, 2 h; hits give low values; activity change, negative = inhibition, % at 11.5 µM; 0.2% of 330,000 active;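 active means activity change below a set negative limit, meaning inhibition stronger than a set level, cut at about -70% in these data; inconclusive means activity change between two set negative limits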; further: on the % scale 0 is the no-effect control and ±100 the full control effect
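Read-out is FRET at 665 nm (cryptate excitation 337 nm) from a cryptate-tagged anti-cAMP antibody, competed by cell cAMP against cAMP-d2. Compounds are tested on freshly harvested TSHR cells challenged with 4nM TSH (EC80) for 2 hours at 37 deg C.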
PTAP TSG101 blk – qHTS Assay for Iinhibitors of HIV-1 Budding by Blocking the Interaction of PTAP/TSG101; Tumor susceptibility gene 101 protein (Homo sapiens), Q99816; Fluorescence polarization, FITC-PTAP peptide / Tsg101 binding; Potency, µM (top dose mostly 115 µM), for inactives: top-dose activity change, negative = inhibition, most hits filed as inhibitors; 340,000 tested, under 10 active; active means well fitted inhibition curve with a large enough effect in the main read-out, with a control signal flat, not every such curve was filed as active; inconclusive means small, poorly fitted or top-dose-only effect, or effect the other way, or a change in a side signal; inactive means no such curve, though single readings can be large or run the other way; further: potency means the concentration at half of the fitted maximal effect; % of control where 0% means no effect
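FP read-out: FITC-PTAP peptide, 50 nM final, binding Tsg101 binding domain, 10 uM final; 20 min, r.t.; 10 mM HEPES pH 7.5, 0.15 M NaCl, 0.01% Tween 20, 3 mM EDTA, 0.1 mM TCEP.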
Mito fusion yeast – qHTS Assay for Small Molecule Inhibitors of Mitochondrial Division or Activators of Mitochondrial Fusion; S. cerevisiae fusion-defective mutant growth rescue, CellTiterGlo 48 h; Potency, µM (series often up to 46.1 µM), for inactives: at the highest dose growth rescue (activation), usual class: activators; 0.23% of 320,000 active;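 further: potency means the concentration at half of the fitted maximal effect; % of control where 0% means no effect; nearly all actives have a fitted effect of over 45% in size; temperature-sensitive fusion mutants such as fzo1-1 at 37 °C on non-fermentable ethanol glycerol medium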
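Luminescent cell viability in 1536-well qHTS format served as the measure of rescued growth in ts fusion-mutant S. cerevisiae cultured on non-fermentable YPEG for 48 hours at 37C.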
CXXC DNA block – qHTS Fluorescence Polarization Assay for Inhibitors of MLL CXXC domain - DNA interaction | Histone-lysine N-methyltransferase 2A (Homo sapiens), Q03164 | MLL-CXXC / FITC-HOXA9 DNA fluorescence polarization | Potency, µM (series often up to 115 µM), without a hit: top-dose activity change, negative = inhibition, usual class: inhibitors | 0.037% of 290,000 active | AID 2662, 2010; active means well fitted inhibition curve with a large enough effect in the polarisation, with a control signal flat, not every such curve was filed as active; inconclusive means small, poorly fitted or top-dose-only effect, or effect the other way, or a change in a side signal; inactive means no such curve, though single readings can be large or run the other way; the % refers to the polarisation; further: potency means the concentration at half of the fitted maximal effect
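Fluorescence polarization: 7 uM MLL-CXXC (stock) preincubated 5 min with compounds, then 50 nM fluorescein-HOX-A9 DNA (stock) added; 30 min ambient. Buffer 50 mM Tris-HCl pH 7.5, 50 mM NaCl, 1 mM DTT, 0.05% BSA.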
TCR activator – Activators of T cell receptors: qHTS campaign | 330,000 tested, under 10 active | primary human leukocytes, anti-CD3, IL-2 HTRF, 48 h | Potency, µM (highest dose often 9.22 µM), inactives show at the top dose activation of IL-2 secretion, most hits filed as activators; further: % of control where 0% means no effect
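Primary human leukocytes receive a-CD3 beads and test compound and are incubated 48 hr. Secreted IL-2 is then assayed by HTRF, measuring 665nm acceptor emission after 320nm excitation of the europium donor.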
AT treatment – qHTS Assay for Identifying a Potential Treatment of Ataxia-Telangiectasia; […] A-T fibroblasts, KAP-1 phosphorylation AlphaLISA; neocarzinostatin DNA damage 30 min before lysis; Potency, µM (titrated, usually from 57.5 µM), inactives show top-dose activation, most hits filed as activators; 0.19% of 320,000 active; AID 485349, 2010; further: potency means the concentration at half of the fitted maximal effect; % of control where 0% means no effect; nearly all actives have a fitted effect of over 45% in size
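ATM-like activity read as KAP-1 phosphorylation via AlphaLISA donor/acceptor antibody pairs after lysis and 6 hr at 25C. Cells were ATM-null patient fibroblasts ([…], hTERT), dosed 60 min, then exposed to the DSB inducer NCS for 30 min.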
Integrin act MD – qHTS for Activators of Integrin-Mediated Alleviation for Muscular Dystrophy. 0.064% of 350,000 active. alpha7betagal myoblasts, beta-gal FDG fluorescence, 48 h. Potency, µM (doses to about 38.3 µM), without a hit: at the top dose activation, hits mostly activators;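 further: potency means the concentration at half of the fitted maximal effect; 100% = response of the positive control SU9516; nearly all actives have a fitted effect of over 60% in size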
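Alpha7betagal+/- myoblasts (passage 13) were plated 16-24 hr, then exposed to compounds (1:260 dilution of DMSO stock) for 48 hours at 37C. After MPER lysis, β-galactosidase reporter activity was read as FDG fluorescence (ex 480/em 540) after 30 minutes.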
Starred values were filed as active, the others as inactive; ? = inconclusive; . = no result given; [ ] = another dose, or the depositor's remark. Unless noted, the call rests on the fitted dose curve; in most records, active means well fitted curve in the direction sought with a large enough effect; inconclusive means small, poorly fitted or top-dose-only effect, or another doubt; inactive means no such curve, though single readings can be large; an effect the other way counts as inactive or inconclusive.

Below each compound – MBNL1-CUG inh	S-ASM inh	Menin-MLL TR inh	TSHR antag	PTAP TSG101 blk	Mito fusion yeast	CXXC DNA block	TCR activator	AT treatment	Integrin act MD
1. CC1CCc2c(sc3ncnc(NS(=O)(=O)c4cccs4)c23)C1 (stereo not drawn)
→ .	-7%	?	-18	-8%	?	2%	3%	-1%	9%
2. O=S1(=O)CCOCCN1Cc1ccccc1
→ 6%	1%	-4%	11	3%	1%	-7%	2%	2%	4%
3. CCN(CC)c1ccc(/C=C2\CCC(/C=C(\C#N)C(=O)Nc3ccccc3F)=C2N2CCOCC2)cc1
→ 12%	-1%	?	-4	-6%	-23%	-2%	1%[46.1 µM]	-12%	8%
4. NC(=S)Nn1c(CCC(=O)O)ccc1-c1ccccc1
→ -13%	3%	17%	6	0%	-3%	2%	-3%[46.1 µM]	-1%	9%
5. Cc1ccccc1-c1nc(CN2CCC(C(=O)NCCC3=CCCCC3)CC2)c(C)o1
→ -5%	-2%	3%	17	0%	-2%	4%	-3%	0%	-48%[inhibitor]
6. Cc1cc2c3c(c1)C1(C(=O)N3C(C)(C)CC2C)C(C#N)=C(N)Oc2cc(O)ccc21 (stereo not drawn)
→ -3%	-11%	?	9	-7%	-2%	0%	1%	-2%	6%
7. COc1ccc(C(=O)O)c(OC)n1
→ -5%	2%	.	20	-3%	-2%	-3%	2%	22%	-5%
8. O=C(COC(=O)c1ccccc1)NCCC1=CCCCC1
→ -5%	-1%	-11%	-7	2%	19%	-5%	0%	5%	-9%
9. CC(C)CC1NC(=O)N(CC(=O)N2CCN(S(=O)(=O)c3ccccc3)CC2)C1=O (stereo not drawn)
→ -6%	7%	12%	0	-6%	-2%	12%	2%	5%	11%
10. CC1CCN(C(=S)c2cn(Cc3cccc(F)c3)c3ccccc23)CC1
→ -14%	-2%	1%	-3	-7%	9%	-1%	1%[46.1 µM]	-1%	-52%[inhibitor]
11. O=C(Cc1ccc([N+](=O)[O-])cc1)N1CCCc2ccccc21
→ ?	6%	-16%	2	0%	-2%	3%	-1%	0%	4%
12. CCOC(=O)c1cnc(SCC(=O)Nc2cccc(OC)c2)nc1N
→ -4%	-3%	.	-12	-7%	2%	6%	1%	2%	-29%
13. COc1ccccc1-n1c(O)c(C=NCc2ccccn2)c2ccccc2c1=O
→ .	1%	.	5	-1%	7%	6%	-4%	-4%	-3%
14. O=C(COC(=O)C1CC2C=CC1C2)Nc1c(Br)cc([N+](=O)[O-])cc1Br (stereo not drawn)
→ .	-1%	.	27	-3%	.	.	-6%[46.1 µM]	-9%	-14%
15. Cn1c(O)c(N=NC(=O)c2ccccc2O)c2ccccc21
→ ?	-1%	?	-1	-2%	19%	3%	0%	6%	0%
16. O=C1N(Cc2cccc(Cl)c2)C[C@@H]2C[C@@H](c3cccn3-c3cccnc3)N3CCC[C@@]123
→ -15%	6%	?	4	-10%	5%	1%	2%	-1%	26%
17. O=C(c1ccc(Cl)cc1)n1cnc2ccccc21
→ -12%	0%	2%	-9	-1%	4%	44%[activator]	-13%	4%	6%
18. C/C(CC1(O)C(=O)N(C)c2ccccc21)=N\O (stereo not drawn)
→ 1%	-1%	-4%	-1	-5%	0%	0%	-2%	-5%	26%
19. CCC(=O)N1CCc2cc(Br)c(S(=O)(=O)CCC(=O)NCCOC)cc21
→ .	2%	.	.	-2%	.	.	6%	.	9%
20. CCC(Sc1nc2n[nH]c(C)c2c(=N)n1-c1cc(Cl)ccc1C)C(=O)N1CCOCC1 (stereo not drawn)
→ 2%	-1%	2%	-2	-7%	-1%	0%	0%[46.1 µM]	-4%	-29%

Below each compound – MBNL1-CUG inh	S-ASM inh	Menin-MLL TR inh	TSHR antag	PTAP TSG101 blk	Mito fusion yeast	CXXC DNA block	TCR activator	AT treatment	Integrin act MD
21. CCN1CCN(c2nc(Nc3ccc(C)c(C)c3)nc(N)c2[N+](=O)[O-])CC1
→ 9%	-18%	-6%	-6	0%	-15%	3%	2%[46.1 µM]	0%	-11%
22. COc1ccc(CC(=O)NNC(=O)c2ccc(NC(C)=O)cc2)cc1
→ -5%	-2%	22%	-2	-1%	-3%	-9%	0%	3%	6%
23. O=C(NN1C(=O)c2ccccc2C1=O)c1ccccc1[N+](=O)[O-]
→ ?	3%	0%	21	-3%	-3%	1%	2%	-5%	8%
24. Cc1ccc(S(=O)(=O)N(C)c2ccc(C(=O)Nc3cccnc3)cc2)cc1
→ 5%	0%	.	7	1%	0%	-15%	-1%	0%	8%
25. Cc1ccc(NC(=O)Cc2cccs2)cc1Cl
→ 0%	-1%	?	-8	-4%	4%	-1%	.	7%	-10%
26. Cc1cc(CN2C(=O)c3ccccc3C2=O)no1
→ 18%	-2%	-20%	-2	-2%	-2%	0%	2%	0%	10%
27. CCOC(=O)N1CCN(C(=O)c2n[nH]c(=O)c3ccccc23)CC1
→ 3%	1%	3%	10	-11%	2%	-10%	3%	3%	5%
28. O=C(OCC1CCNCC1)c1ccc2c(c1)OCO2
→ -2%	-4%	3%	-16	0%	2%	8%	0%	-10%	-20%
29. COc1ccc(NC(=O)CN(C)C(=O)CCCc2nc3ccccc3s2)cc1
→ .	1%	.	-7	-2%	7%	.	-5%	13%	10%
30. Cc1cccc(NC(=O)Nc2ccccn2)c1C
→ -1%	0%	.	-1	-6%	0%	13%	0%	12%	?
31. CC1(C)Cc2noc(N)c2C(C)(C)N1OC(=O)c1scc2c1OCCO2
→ -4%	1%	-5%	17	-1%	0%	7%	-7%	-1%	26%
32. CCOC(=O)Cc1nn(CC)c(=O)c2ccccc12
→ 15%	-3%	2%	-5	-4%	-4%	-10%	-6%	3%	43%
33. CC(Oc1ccc(Cl)cc1Cl)C(=O)NCCCN1CCOCC1 (stereo not drawn)
→ 4%	3%	-2%	20	0%	4%	-4%	-1%	2%	11%
34. Cc1cc(C)c(C(=O)CSC2=NC(N)=C(C#N)C3(CCCCC3)C2C(N)=O)cc1C (stereo not drawn)
→ -2%	-23%	-10%	6	.	1%	32%[activator]	.	.	-38%
35. CCn1nc(CC(C)C)cc1C(=O)N1CCCC(Nc2ccc(OC)cc2)C1 (stereo not drawn)
→ 4%	0%	-8%	-1	-9%	-10%	18%	-4%	-2%	-16%
36. Cc1ccc(S(=O)(=O)N2CCC(=O)N(C(COCc3ccc(C(F)(F)F)cc3)Cc3ccccc3)CC2)cc1 (stereo not drawn)
→ -11%	-1%	-5%	-14	-7%	2%	11%	9%	5%	-1%
37. CCN(C(=O)COC(=O)c1ccc2ccccc2c1)c1c(N)n(Cc2ccccc2)c(=O)[nH]c1=O
→ .	-4%	.	-3	0%	-6%	.	1%	5%	21%
38. O=C(CN1c2ccccc2S(=O)(=O)c2ccccc21)NCc1ccc(F)cc1
→ 10%	2%	.	4	-2%	1%	12%	-6%	-7%	-5%
39. CCOC(=O)CC1=CC(=O)Nc2ccccc2N1
→ -6%	2%	13%	-1	-3%	-15%	-12%	0%	8%	4%
40. Cc1c(CN2CCC(CO)(CCOc3ccccc3)CC2)c(=O)n(-c2ccccc2)n1C
→ 0%	0%	-5%	-9	-4%	-2%	2%	5%	2%	6%
41. CN1CCN(c2nc(-c3ccccc3)nc(-c3ccccc3)c2C#N)CC1
→ -14%	-8%	-2%	-3	0%	-2%	2%	0%	3%	23%

Not all compounds are listed; count on the stated rates, not on these rows.
